Bioassay records deposited in PubChem by several laboratories.
Efflux pump mplx = antifungal efflux pump inhibition, Nile Red retention. S. cerevisiae Candida pump triplex. inhibition, % at 10 µM. actives 0.44% (n = 330,000);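 active = plate passing quality check with inhibition over a set limit, or well fluorescence over plate mean plus 4 SD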;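 note: Nile Red retained in pooled yeast measured as flow cytometry median fluorescence; 0% = buffer negative control and 100% = Enniatin B positive control; higher means more Nile Red kept so more efflux inhibition; some compounds called inactive have numbers as strong as hits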
PP5 inh = PP5 (human) phosphatase inhibition. purified PP5c, OMFP substrate fluorescence. inhibition, % at 6.7 µM. actives 0.18% (n = 320,000). P53041. AID 1987;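 active = inhibition above the campaign's mean inhibition across all tested compounds plus 3 SD, cut at about 9.5% in these data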;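 note: 0% = DMSO only and 100% = 100 µM cantharidin control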
Target sequence (P53041 whole entry, looked up): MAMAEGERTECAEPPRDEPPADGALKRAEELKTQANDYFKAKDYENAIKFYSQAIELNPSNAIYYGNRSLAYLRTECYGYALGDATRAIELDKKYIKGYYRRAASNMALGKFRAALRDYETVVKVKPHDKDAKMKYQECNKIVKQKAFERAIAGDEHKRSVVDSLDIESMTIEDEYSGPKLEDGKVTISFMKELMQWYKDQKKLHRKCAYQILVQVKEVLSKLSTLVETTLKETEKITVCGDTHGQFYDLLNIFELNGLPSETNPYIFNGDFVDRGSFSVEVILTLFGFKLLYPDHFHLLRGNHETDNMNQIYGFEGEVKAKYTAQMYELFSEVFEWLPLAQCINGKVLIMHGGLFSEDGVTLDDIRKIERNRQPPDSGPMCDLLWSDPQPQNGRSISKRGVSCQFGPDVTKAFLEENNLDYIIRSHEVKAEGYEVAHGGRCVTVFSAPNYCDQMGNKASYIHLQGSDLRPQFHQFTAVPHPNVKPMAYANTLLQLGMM
EBNA-1 inhibitor = blocks EBNA-1 binding to DNA. EBNA-1 DNA binding, fluorescence polarization. inhibition, % at 14.8 µM. actives 0.34% (n = 300,000); in the data active = inhibition above about 28%
TPT1 inhibitor = blocks Candida albicans tRNA 2'-phosphotransferase; inhibition, % at 5 µM; actives 0.81% (n = 300,000); recombinant caTPT1, FP RNA substrate dephosphorylation; AID 1962;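 active = inhibition above the mean of all tested compounds plus 3 SD, set per screening campaign, cut at about 24% in these data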;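 note: plate controls were DMSO alone for no effect and ferristatin control at 100 nM for full effect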
PP1 inh = counter-screen for PP5 inhibitors: inhibitors of human PP1-alpha; P62136; purified PP1alpha, OMFP fluorescence; inhibition, % at 6.7 µM; actives 0.9% (n = 320,000); AID 2235;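 active = inhibition above the mean inhibition of all tested compounds plus 3 SD, computed separately for each screening campaign, cut at about 15% in these data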
Target sequence (P62136 whole entry, looked up): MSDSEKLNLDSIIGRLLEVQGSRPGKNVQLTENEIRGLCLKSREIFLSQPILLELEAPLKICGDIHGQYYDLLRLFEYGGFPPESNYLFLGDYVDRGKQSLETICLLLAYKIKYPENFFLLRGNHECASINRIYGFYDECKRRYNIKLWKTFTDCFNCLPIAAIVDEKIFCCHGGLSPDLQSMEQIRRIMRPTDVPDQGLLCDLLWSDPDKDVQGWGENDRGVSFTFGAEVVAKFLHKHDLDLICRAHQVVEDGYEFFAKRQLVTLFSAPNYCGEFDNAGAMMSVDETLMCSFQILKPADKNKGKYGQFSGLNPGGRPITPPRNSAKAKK
ZTA DNA inh = ZTA (EBV) inhibition in EBNA-1 counter-screen; ZTA-DNA binding, fluorescence polarization; P03206; inhibition, % at 11 µM; actives 0.15% (n = 320,000); in the data active = inhibition above about 33%
Target sequence (P03206 whole entry, looked up): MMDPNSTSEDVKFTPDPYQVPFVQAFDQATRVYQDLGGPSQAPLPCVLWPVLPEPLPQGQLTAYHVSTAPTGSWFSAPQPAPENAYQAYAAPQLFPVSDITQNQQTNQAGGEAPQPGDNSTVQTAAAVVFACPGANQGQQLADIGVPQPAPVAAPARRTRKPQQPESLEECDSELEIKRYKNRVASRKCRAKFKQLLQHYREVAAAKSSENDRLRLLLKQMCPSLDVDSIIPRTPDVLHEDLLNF
PREPL inh = inhibitors of human prolyl oligopeptidase-like enzyme PREPL. recombinant PREPL, fluorescence polarization activity-based probe. inhibition, % at 5.96 µM. actives 0.68% (n = 320,000). AID 2751; in the data active = inhibition above about 43%;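 note: 0% = enzyme with DMSO and 100% = wells lacking enzyme; many of its hits are not listed in these tables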
Fh CTSL1 inh = blocks F. hepatica cathepsin L1 in PFM18AAP counter-screen; inhibition, % at 5.96 µM; AID 1906; actives 0.49% (n = 300,000); recombinant F. hepatica cathepsin L1, Z-Leu-Arg-MCA fluorescence;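 active = inhibition above the mean of all tested compounds plus 3 SD, set per screening campaign, cut at about 17% in these data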;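 note: 0% = plate median of test compound wells and 100% = 1 µM Z-Phe-Ala-diazomethylketone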
HCV core dimer = blocks dimerization of HCV core protein; TR-FRET GST/Flag-core106 dimerization, 1536-well; inhibition, % at 5 µM; actives 0.33% (n = 300,000); AID 1899;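 active = inhibition above the mean of all tested compounds plus 3 SD, set per screening campaign, cut at about 45% in these data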
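Assay system – GST-tagged and Flag-tagged HCV core protein residues 1-106 · Quantity – core106 proteins, GST 13.5 nM and Flag 17 nM · Benchmarks – unlabelled core106 and no-GST-core106 wells · Read-out basis – percent inhibition of core106 dimerization signal · Detection – time-resolved FRET, ex 340 nm, em 617 and 671 nm · Schedule – 4 h at 22.5 °C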
The depositor's hits bear a star; nt = not tested or not shown. An excerpt; rates above refer to the full screens.

SMILES | Efflux pump mplx | PP5 inh | EBNA-1 inhibitor | TPT1 inhibitor | PP1 inh | ZTA DNA inh | PREPL inh | Fh CTSL1 inh | HCV core dimer
Fc1ccc(Nc2ccnc(C(F)(F)F)c2)cc1 | 0.0 | 1.5 | -11 | -1 | 0 | 1 | -12 | 1 | -3
Cc1cc(C)cc(N2C(=O)CC(Cn3nc(C)cc3C)C2=O)c1 (centres undefined) | 0.1 | 0.7 | -2 | -1 | -1 | 0 | 3 | -4 | 1
CCOc1ccc(N2CC(C(=O)Nc3ccccc3F)CC2=O)cc1 (centres undefined) | -0.1 | 0.8 | -4 | -4 | -1 | 2 | 0 | 5 | -4
CC(CCc1ccccc1)NC(=O)COC(=O)c1ccc(F)cc1 (centres undefined) | -0.4 | -9.0 | -15 | -2 | -5 | 1 | -45 | 7 | -9
COCCN(C(=O)c1ccc(NC2CC2)c([N+](=O)[O-])c1)c1c(N)n(CC(C)C)c(=O)[nH]c1=O | 0.2 | 3.2 | nt | nt | -5 | 15 | 8 | nt | nt
CCOC(=O)C(C)Sc1nc(-c2cccs2)ccc1C#N (centres undefined) | -0.1 | 3.4 | 10 | 6 | 0 | -4 | -2 | 3 | 4
Nc1cc(=O)[nH]c(SCC(=O)Nc2cccc([N+](=O)[O-])c2)n1 | -0.2 | 0.3 | 6 | -5 | 1 | -11 | 19 | 2 | -2
Cc1ccnc(NC(=O)c2cccc(S(=O)(=O)N3CCN(c4ccccc4)CC3)c2)c1 | -0.1 | 3.7 | -16 | 1 | 0 | -13 | -5 | -4 | 8
Cc1cc(=O)c(C(=O)O)cn1Nc1ccc(F)cc1 | -0.2 | -0.9 | 1 | -3 | 5 | 5 | 17 | 0 | -9
Cc1ccnc(NCc2ccc(Br)cc2)c1 | 0.0 | 0.2 | 0 | 4 | -1 | -6 | -4 | -5 | -1
Cc1ccc(S(=O)(=O)Nc2ccccc2F)cc1C(=O)OC(C)C(=O)N1CCOCC1 (centres undefined) | 0.2 | 3.4 | -4 | 1 | -7 | -6 | 2 | -5 | 2
Clc1cc(Cl)cc(Nc2ncnc(-n3cccc3)n2)c1 | -0.2 | -0.3 | -2 | 2 | -4 | -2 | -4 | -5 | -4
CC(=O)c1ccc[n+](CC(=O)NC(C)c2ccccc2)c1 (centres undefined) | 0.2 | -0.5 | 2 | -11 | 3 | 2 | -3 | -2 | 0
O=C(CN1C(=O)S/C(=C\c2ccc(O)cc2)C1=O)c1ccccc1 | 0.8 | 2.1 | -12 | -1 | 1 | -4 | 7 | 5 | 5
O=C(CNS(=O)(=O)c1ccc(C(=O)N2CCOCC2)cc1)N1CCOCC1 | 0.0 | 2.0 | 1 | 1 | -6 | -5 | 3 | -3 | -11
CCOC(=O)c1ccc(N2C(=O)CC(C(=O)OC)=C2C)cc1 | 0.1 | -0.7 | -5 | 1 | -3 | 11 | 6 | 0 | 5
O=C(NN1C(=O)c2ccccc2NC1c1ccco1)c1ccc([N+](=O)[O-])cc1 (centres undefined) | 0.0 | 0.4 | 3 | -5 | -2 | -8 | 12 | -1 | -3
CC(C)(C)NS(=O)(=O)c1ccc(NC(=O)NC2CCCCC2)cc1 | 0.1 | -1.2 | -1 | -3 | -5 | 10 | 5 | 3 | 4
COc1ccc(CC(=O)OCc2cc3ccccc3[nH]c2=O)cc1 | 0.0 | 0.2 | 13 | -2 | -4 | 12 | -4 | 2 | 1
CC1CCC(C(C)C)C(=O)/C1=C\c1ccc(NC(=O)CCC(=O)O)cc1 (centres undefined) | 0.1 | 2.1 | 0 | 3 | -2 | 12 | 3 | 2 | 4

Brought forward from above: 4 entries, followed by the next part.
SMILES | Efflux pump mplx | PP5 inh | EBNA-1 inhibitor | TPT1 inhibitor | PP1 inh | ZTA DNA inh | PREPL inh | Fh CTSL1 inh | HCV core dimer
O=C(NN1C(=O)c2ccccc2NC1c1ccco1)c1ccc([N+](=O)[O-])cc1 (centres undefined) | 0.0 | 0.4 | 3 | -5 | -2 | -8 | 12 | -1 | -3
CC(C)(C)NS(=O)(=O)c1ccc(NC(=O)NC2CCCCC2)cc1 | 0.1 | -1.2 | -1 | -3 | -5 | 10 | 5 | 3 | 4
COc1ccc(CC(=O)OCc2cc3ccccc3[nH]c2=O)cc1 | 0.0 | 0.2 | 13 | -2 | -4 | 12 | -4 | 2 | 1
CC1CCC(C(C)C)C(=O)/C1=C\c1ccc(NC(=O)CCC(=O)O)cc1 (centres undefined) | 0.1 | 2.1 | 0 | 3 | -2 | 12 | 3 | 2 | 4
CCc1ccc(NC(=O)c2ccc(NC3=NC4CS(=O)(=O)CC4S3)cc2)cc1 (centres undefined) | 0.0 | 3.8 | 6 | 3 | -1 | -1 | 2 | -1 | 8
CS(=O)(=O)Nc1nc2ccccc2[nH]1 | 0.2 | 2.4 | -12 | 1 | 1 | 2 | 5 | -2 | -6
CCc1ccc(N(CC(=O)Nc2sc3c(c2C(=O)OC)CCCC3)S(C)(=O)=O)cc1 | 0.0 | -2.2 | -1 | -1 | 1 | -8 | 2 | 2 | 6
Cc1cc(C)n(Cc2ccc(C(=O)NCc3ccco3)o2)n1 | -0.1 | -1.7 | 8 | -1 | -1 | 4 | 11 | 4 | -5
CCCn1c(CNS(=O)(=O)c2ccc(C)cc2)nc2ccccc21 | -0.1 | -1.3 | 0 | 0 | -2 | 3 | -6 | 2 | -10
COc1ccccc1-c1nnc2sc(COc3ccccc3)nn12 | -0.1 | -0.2 | -7 | 0 | -3 | -7 | 11 | 1 | 1
COc1cccc(-c2c(C(=O)N/N=C/c3ccncc3)nnn2-c2nonc2N)c1 | 0.5 | -1.0 | 4 | -2 | -4 | 7 | 10 | 1 | 3
CC1CCN(S(=O)(=O)c2ccc(NC(=S)NC(=O)c3ccc(Cl)cc3)cc2)CC1 | 0.0 | -1.4 | 8 | -1 | -3 | 10 | 2 | -3 | 7
CCCCOc1ccc(C2C(=O)N(C3CCCCC3)CC(=O)N2CC2CCCO2)cc1 (centres undefined) | 0.3 | 2.6 | -9 | -4 | 1 | -18 | 10 | -3 | 2
O=C(COC(=O)c1ccc(Cl)c(S(=O)(=O)N2CCCC2)c1)NC1CCCCC1 | 0.0 | 2.7 | -4 | -1 | 0 | -5 | -3 | -14 | -2
O=c1c2ccccc2ncn1Cc1ccco1 | 0.2 | 1.5 | -3 | 1 | -4 | -5 | 2 | 2 | -3
COc1ccccc1NC(=O)Cn1cc(C(=O)C(=O)N2CCOCC2)c2ccccc21 | 0.0 | 1.1 | -8 | -3 | -6 | -5 | 3 | 1 | -14
CCc1nnc(NC(=O)c2cc(-c3ccco3)nc3ccccc23)s1 | -0.1 | 0.4 | 5 | 6 | 8 | 11 | 5 | 5 | 73*
CC1CCN(C(=O)CCNS(=O)(=O)c2ccc3c(c2)c(=O)n(C)c(=O)n3C)CC1 | 0.1 | 1.5 | 4 | -1 | -1 | 9 | 5 | 0 | 4
CCCCC(CC(O)COCC(C)C)C(=O)NN (centres undefined) | 0.0 | 0.1 | 3 | 1 | -5 | 14 | 15 | 7 | 0
COCCCn1c(=N)c(C(=O)NCC2CCCO2)cc2c(=O)n3cccc(C)c3nc21 (centres undefined) | -0.1 | -0.8 | 1 | -4 | -2 | 12 | 8 | 0 | -4
CCC(NC(=O)CCc1nnc(-c2cc(C)on2)o1)C12CC3CC(CC(C3)C1)C2 (centres undefined) | -0.2 | 0.6 | -2 | 2 | -1 | -13 | 16 | 2 | -23
CN(C(=O)COC(=O)CSc1ccc(C(N)=O)cc1[N+](=O)[O-])C1CCCCC1 | -0.2 | -1.0 | 6 | 1 | -2 | -1 | -8 | -3 | 2
COC(C(=O)Nc1ccc(F)cc1F)c1ccccc1 (centres undefined) | 0.1 | -1.1 | 7 | -3 | -6 | 4 | 4 | -1 | 2
Cc1ccc(Sc2ncnc3onc(C)c23)cc1 | 0.0 | 2.5 | -8 | -4 | -5 | -3 | 8 | -4 | -1
COc1ccc(-n2nc(N)c3c(=O)oc(N(C)C)nc32)cc1 | 0.0 | 2.3 | -2 | -3 | -2 | -8 | -5 | -2 | -2
COc1cccc2c1OC1(C)CC2N(C(=O)c2ccco2)C(=S)N1c1ccc(F)cc1 (centres undefined) | -0.3 | 3.7 | 2 | -3 | 4 | -10 | 18 | 3 | 0
COc1cccc(C2NC(=S)NC3=C2CCc2ccccc23)c1 (centres undefined) | -0.2 | -4.8 | 11 | 4 | 3 | 7 | 3 | -5 | 1
NS(=O)(=O)c1ccc(N/N=C/c2ccccn2)c([N+](=O)[O-])c1 | 0.0 | -3.1 | -2 | 0 | 0 | 6 | 6 | 2 | 5
Cc1cccc(C)c1OCc1cc(C(=O)N2CCC(c3ccncc3)CC2)no1 | -0.2 | -1.5 | 7 | 0 | 1 | 2 | 1 | -3 | 6
COc1ccc(-c2nnn(CC(=O)N(CCCO)C(C(=O)NC3CCCC3)c3ccc(F)cc3)n2)cc1 (centres undefined) | 0.1 | 2.2 | -2 | 0 | -4 | -1 | 4 | -1 | -4
COc1cccc(CNC(=O)CCNS(=O)(=O)c2cccc3nonc23)c1 | 0.0 | 2.5 | 6 | 2 | -4 | 7 | 3 | 1 | 1
COc1cc(OC)cc(-c2c(-c3cccs3)c3cc(-c4ccc(OC)cc4F)ccc3n2C)c1 | 0.4 | 0.0 | nt | nt | 1 | 3 | 22 | nt | nt
O=C(COC(=O)/C=C/c1cccs1)Nc1cccc(S(=O)(=O)N2CCOCC2)c1 | -0.1 | 0.6 | 9 | 0 | -5 | 7 | 3 | -6 | 2
COc1ccc(CNC(=O)CCOc2ccc(C(C)(C)C)cc2)cc1 | -0.4 | 2.3 | -5 | 1 | 0 | 13 | 5 | 5 | 1
Cc1nc(-n2nnc3cc(C)c(C)cc32)c2c3c(sc2n1)CCCC3 | 0.0 | -0.6 | 5 | -1 | -6 | 5 | 3 | -1 | 7
CCc1cccc(OCC(=O)Nc2ccc(S(=O)(=O)Nc3onc(C)c3C)cc2)c1 | -0.1 | -0.3 | 9 | -3 | 0 | 11 | -2 | 2 | 0
CNC(CC(=O)c1ccc([N+](=O)[O-])cc1)C(Cl)(Cl)Cl (centres undefined) | 9.4* | 2.9 | -6 | 0 | 0 | 5 | 3 | -3 | -2
COc1cccc(C(=O)NC(=S)Nc2ccc(N(C)C)cc2)c1 | -0.1 | -0.5 | 10 | -2 | -2 | 5 | 8 | 2 | 2
Cc1ccccc1NC(=O)c1ccc2c(c1)N(C)CCS2 | -0.2 | 1.3 | 2 | 1 | 2 | -8 | 10 | 0 | -9
CCc1ccc(NC2=CC(=O)CC(c3ccco3)C2)cc1 (centres undefined) | 0.0 | 1.7 | -5 | 4 | -1 | 0 | 3 | 0 | 11
COc1ccc(CNc2oc(COc3ccccc3)nc2C#N)cc1 | -0.1 | 5.0 | -9 | -3 | 3 | -4 | -9 | -1 | 0
O=S(c1ccc2ccccc2c1)c1cnns1 (centres undefined) | 0.1 | -0.4 | 6 | 2 | 0 | 10 | -4 | 4 | -11
COc1ccc(-n2nc([N+](=O)[O-])c(=NCCC3=CCCCC3)n2O)cc1 | 0.2 | -0.2 | -7 | -1 | 2 | 3 | 1 | 0 | 1
O=C(NN=C1CCCC1)c1[nH]c2ccc(Br)cc2c1-c1ccccc1 | 0.0 | 2.8 | -1 | -4 | -1 | 3 | 21 | 1 | 11
NS(=O)(=O)c1ccc(CCNC(=O)CSCC(=O)Nc2ccc(Cl)cc2)cc1 | -0.1 | -1.0 | nt | nt | -4 | 4 | -7 | nt | nt
